NR2E3 ag-1: NR2E3 (human) agonism; Q9Y5X4; GST-NR2E3/biotin-RetCOR TR-FRET, 1536-well; inhibition of corepressor binding, % at 4.78 µM; 320,000 compounds, 0.12% hits; AID 2300;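 active means percent inhibition above the cutoff of mean plus 3 SD of all tested compounds, set per screening campaign, cut at about 20% in these data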;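 further: 0% = DMSO wells and 100% = biotin wells as full block of FRET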
Target sequence (Q9Y5X4 whole entry, looked up): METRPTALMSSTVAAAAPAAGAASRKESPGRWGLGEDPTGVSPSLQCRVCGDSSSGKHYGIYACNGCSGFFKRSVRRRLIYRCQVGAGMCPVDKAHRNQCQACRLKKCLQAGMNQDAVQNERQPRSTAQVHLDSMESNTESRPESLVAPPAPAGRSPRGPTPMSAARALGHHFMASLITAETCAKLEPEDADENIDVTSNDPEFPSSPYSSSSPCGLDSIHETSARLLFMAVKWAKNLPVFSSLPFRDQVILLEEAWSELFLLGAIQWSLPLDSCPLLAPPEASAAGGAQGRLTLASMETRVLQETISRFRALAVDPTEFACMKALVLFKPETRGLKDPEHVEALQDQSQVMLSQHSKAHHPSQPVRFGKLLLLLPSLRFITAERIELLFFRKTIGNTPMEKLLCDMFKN
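Test system: GST-NR2E3 and biotin-RetCOR proteins | Quantity: 1.35 nM GST-tagged NR2E3 final | Medium: Tris pH 7.5 | Also added: 7 nM biotin-RetCOR | Dosing: Compound at 4.8 µM, single dose | Timing: 5 h at 4 °C | Detection: Time-resolved FRET | Read-out basis: Percent inhibition | Benchmarks: Biotin wells as high control, 0.6% DMSO wells as low control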
NR2E3 ag-2: activates human NR2E3 receptor | Q9Y5X4 | CHO-S Gal4-NCOR/VP16-NR2E3 two-hybrid, luciferase | inhibition of corepressor binding, % at 3.98 µM | 360,000 compounds, 0.35% hits | AID 602229;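 active means inhibition above the mean of all tested compounds plus 3 SD, cut at about 70% in these data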;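 further: 0% = DMSO with NR2E3 transfected cells and 100% = cells lacking NR2E3 construct; higher means lower luciferase signal from less NR2E3 corepressor binding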
MITF TRPM1 inh: inhibitors of MITF-driven TRPM1 promoter in melanoma cells. 330,000 compounds, 0.83% hits. inhibition, % at 12.5 µM. SK-MEL-5 TRPM1 promoter luciferase, 24 h. AID 488899;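 active means mean inhibition across replicates of 60% or more, whatever share of single replicates reaches that level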; further: values of inactives mirror those of a sister screen read the other way
Shn3 3UTR inh: Schnurri-3 reporter inhibition in Clone20 osteoblasts | Clone20 osteoblast Shn3 3'UTR firefly luciferase, 24 h | inhibition, % at 12.5 µM | 360,000 compounds, 0.52% hits;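 active means mean inhibition of at least 75% with every replicate also reaching 75%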;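 further: 0% = median of neutral control wells and 100% = pilot-screen positive control compound; some compounds past the cut are filed as inactive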
iPSC survival up: increases survival of single human iPS cells; survival enhancement, % at 20 µM; hiPSC single-cell survival, ATPlite luminescence; 100% = ROCK inhibitor wells, 0% = DMSO; 360,000 compounds, 0.044% hits; in the data active means survival enhancement above about 18%;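 further: cells exposed to compounds for 16 hours before the ATP read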
aDG glyco up: increases alpha dystroglycan glycosylation; Pro5-aDG cells, alpha-DG glycosylation AlphaScreen (IIH6); 0% Pro5, 100% B10-LARGE cell signal; activation, % at 10 µM; 360,000 compounds, 0.22% hits;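 active means activation of at least 8% versus controls, or a plate z-score of at least 8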;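 further: Pro5 are CHO cells carrying HIG-tagged alpha-DG that lacks glycosylation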
HIF-2a block: inhibitors of HIF-2a; 360,000 compounds, 0.72% hits; inhibition, % at 18.8 µM; 786-0 RCC cells HIF-2a reporter, luciferase luminescence, overnight;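 active means inhibition of the luminescence signal of 40% or more relative to plate controls, in a single-dose primary screen at 18.75 µM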
TWEAK-Fn14 inh: TWEAK-Fn14 signaling inhibition | TWEAK-stimulated Fn14 reporter cells, luciferase luminescence, 8 h | inhibition, % at 10 µM | 360,000 compounds, 2% hits | AID 1159606; in the data active means inhibition above about 50%
Peg3 prom inh: inhibitors of Peg3 promoter; HeLa PEG-Prom luciferase reporter, luminescence, overnight; inhibition, % at 20 µM; 360,000 compounds, 1.7% hits; AID 588405;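 active means inhibition of at least 50% at 20 µM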
CF NFkB block: blocks PAF-induced NF-kB reporter in cystic fibrosis cells | KKLEB NF-kB-GFP reporter, GFP fluorescence overnight | inhibition, % at 5 µM | 360,000 compounds, 0.86% hits;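 active means at least 50% inhibition at 5 µM, scaled per plate between neutral and stimulator controls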;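 further: PAF is a Pseudomonas aeruginosa culture filtrate used as stimulus; plate controls were PAF-stimulated DMSO wells for no effect and unstimulated DMSO wells for full effect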
KKLEB tox: counter-screen for CF NF-kB inhibitors: cytotoxicity; KKLEB CF airway cells viability, ATPlite luminescence, overnight; stronger effect = lower value; cells stimulated with P. aeruginosa culture filtrate; 360,000 compounds, 0.36% hits; activity change (cytotoxicity), % at 5 µM; AID 602141;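 active means corrected activity change at or below -50% at 5 µM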
* = called active by the depositor; nt = not tested or not shown.

No.	SMILES	MITF TRPM1 inh	NR2E3 ag-1	aDG glyco up	Peg3 prom inh	Shn3 3UTR inh	TWEAK-Fn14 inh
1	COc1ccc(CCNC(=O)C(=O)NCc2ccccn2)cc1	2	2	0.0	5	4	10
2	c1ccc(CN2CCN(CCCNc3ccc4nnc(-c5ccccc5)n4n3)CC2)cc1	2	5	-0.2	29	14	13
3	CCOc1ccc(Nc2cc(C)nc3ccc(C)cc23)cc1	31	-1	2.4	21	-17	-25
4	CCOC(=O)c1ccc(N2C(=O)C3CCOc4ccccc4C32)cc1 (stereo not drawn)	3	-4	0.1	13	0	-12
5	Cc1c(C(=O)NCC(c2ccco2)N2CCCC2)sc2ccccc12 (stereo not drawn)	-4	nt	-0.1	-22	2	-12
6	Cc1ccc(Cn2c(SCC(C)C)nc3c2c(=O)[nH]c(=O)n3C)cc1	3	3	-0.3	14	-3	-11
7	COc1ccccc1CNC(=O)CCC1N=C2c3ccccc3N=C(SCC(=O)NCC3CCCO3)N2C1=O (stereo not drawn)	5	4	-0.3	-4	-8	-5
8	Cc1cnc(NC(=O)c2cccc(S(=O)(=O)N3CCOCC3)c2)s1	-6	3	-0.2	-14	6	12
9	CNc1ccc(Oc2nc([N+](=O)[O-])nn2C)cc1	4	1	-0.1	8	14	-10
10	CC(C)(C)NS(=O)(=O)c1ccc(NC(=O)c2cc(-c3ccccc3)nc3ccccc23)cc1	19	-1	-0.1	4	24	17
11	CC(=O)Nc1ccc(OCCOc2ccc([N+](=O)[O-])cc2)cc1	-23	0	0.1	3	-3	5
12	CCCCNS(=O)(=O)c1cc2c3c(c1)CCN3C(=O)CC2	1	6	0.2	0	-5	1

No.	KKLEB tox	iPSC survival up	HIF-2a block	CF NFkB block	NR2E3 ag-2
1	-8	-0.2	1	3	3
2	-4	-1.2	5	9	-19
3	-11	-0.6	33	-5	-10
4	3	-2.7	3	8	0
5	6	-2.5	-3	10	-12
6	-2	1.2	5	6	-15
7	3	-0.5	7	21	-31
8	-5	-1.3	-25	28	1
9	12	-0.2	11	0	-19
10	-8	5.9	22	-16	-6
11	17	-0.2	-21	-8	-10
12	-6	1.8	8	8	13

Next records:
No.	SMILES	MITF TRPM1 inh	NR2E3 ag-1	aDG glyco up	Peg3 prom inh	Shn3 3UTR inh	TWEAK-Fn14 inh
13	C=CCOC(=O)C1=C[C@H](c2cn(C(C)=O)c3ccccc23)C[C@H](OCc2ccc(CO)cc2)O1	-2	-1	-0.2	24	7	15
14	CCOC(=O)c1sc(Nc2nc3cc4c(cc3s2)OCO4)cc1C	-30	-1	0.0	-210	23	-2
15	C/C=C\C(=O)Nc1cccc(C2=NOC3(C2)C[C@@H](C(N)=O)N(C(=O)C2(C)CC2)C3)c1 (stereo partly drawn)	-2	0	-0.2	-3	14	0
16	Cc1cc(C)c(S(=O)(=O)N/N=C/c2ccc3c(c2)OCO3)c(C)c1	3	nt	-0.3	4	-23	6
17	CC(C)c1ccc(/C=N/Nc2ccc(C(=O)O)cc2)cc1	69*	3	-0.2	85*	28	92*
18	CCCCCCCCN1C(=O)[C@H](CC(=O)N2CCN(C(=O)c3ccco3)CC2)C[C@@]2(C(=O)OC)CCCCC=C12	nt	nt	0.1	nt	nt	2
19	O=C(CCc1nc2ccccc2[nH]1)NC1CCCCC1	9	2	0.2	12	12	0
20	N#Cc1ccc(COC(=O)c2ccc3c(c2)OCO3)cc1	-23	0	0.1	-54	5	-19
21	COc1cc(NC(=O)COC(C)=O)cc(OC)c1OC	18	-4	0.2	-1	-5	-3
22	CN1CCN(S(=O)(=O)c2ccc(NC(=S)NC(=O)c3ccccc3)cc2)CC1	-3	5	-0.1	-23	5	-7
23	Cc1csc2ncc(C(=O)NCc3ccccn3)c(=O)n12	-4	-3	-0.3	-9	-14	0
24	O=C(c1ccco1)N1CCN(Cc2c(Cl)cccc2Cl)CC1	-67	-2	1.4	-156	-56	-7

No.	KKLEB tox	iPSC survival up	HIF-2a block	CF NFkB block	NR2E3 ag-2
13	-7	0.3	14	13	-36
14	-4	-0.3	-273	10	-44
15	20	-2.0	7	7	0
16	-7	0.1	-40	1	-6
17	1	2.6	81*	15	-1
18	nt	-1.2	16	nt	2
19	-7	5.1	6	24	12
20	-21	-0.1	-61	-6	-13
21	5	1.0	11	-10	12
22	-2	1.2	-44	1	-15
23	-1	3.9	-1	-22	13
24	18	-0.2	-199	2	-99

9 compounds out of the list, ordered by number of heavy atoms, largest number first.
No.	SMILES	MITF TRPM1 inh	NR2E3 ag-1	aDG glyco up	Peg3 prom inh	Shn3 3UTR inh	TWEAK-Fn14 inh
18	CCCCCCCCN1C(=O)[C@H](CC(=O)N2CCN(C(=O)c3ccco3)CC2)C[C@@]2(C(=O)OC)CCCCC=C12	nt	nt	0.1	nt	nt	2
13	C=CCOC(=O)C1=C[C@H](c2cn(C(C)=O)c3ccccc23)C[C@H](OCc2ccc(CO)cc2)O1	-2	-1	-0.2	24	7	15
15	C/C=C\C(=O)Nc1cccc(C2=NOC3(C2)C[C@@H](C(N)=O)N(C(=O)C2(C)CC2)C3)c1 (stereo partly drawn)	-2	0	-0.2	-3	14	0
22	CN1CCN(S(=O)(=O)c2ccc(NC(=S)NC(=O)c3ccccc3)cc2)CC1	-3	5	-0.1	-23	5	-7
14	CCOC(=O)c1sc(Nc2nc3cc4c(cc3s2)OCO4)cc1C	-30	-1	0.0	-210	23	-2
11	CC(=O)Nc1ccc(OCCOc2ccc([N+](=O)[O-])cc2)cc1	-23	0	0.1	3	-3	5
24	O=C(c1ccco1)N1CCN(Cc2c(Cl)cccc2Cl)CC1	-67	-2	1.4	-156	-56	-7
12	CCCCNS(=O)(=O)c1cc2c3c(c1)CCN3C(=O)CC2	1	6	0.2	0	-5	1
19	O=C(CCc1nc2ccccc2[nH]1)NC1CCCCC1	9	2	0.2	12	12	0

No.	KKLEB tox	iPSC survival up	HIF-2a block	CF NFkB block	NR2E3 ag-2
18	nt	-1.2	16	nt	2
13	-7	0.3	14	13	-36
15	20	-2.0	7	7	0
22	-2	1.2	-44	1	-15
14	-4	-0.3	-273	10	-44
11	17	-0.2	-21	-8	-10
24	18	-0.2	-199	2	-99
12	-6	1.8	8	8	13
19	-7	5.1	6	24	12

Later entries.
No.	SMILES	MITF TRPM1 inh	NR2E3 ag-1	aDG glyco up	Peg3 prom inh	Shn3 3UTR inh	TWEAK-Fn14 inh
25	O=S1(=O)CC(O)C(Nc2ccc(Cl)cc2)C1 (stereo not drawn)	12	7	0.4	5	1	-11
26	COc1ccc(-n2cnnc2SCC(=O)Nc2cc(C)on2)cc1	1	5	-0.5	7	-5	-2
27	Nc1nc(SCC(=O)N2CCCC2)[nH]c(=O)c1NC(=O)c1cccs1	-5	0	-0.2	3	-17	0
28	O=C(Nc1cccc2ncccc12)c1cccnc1	3	-1	-0.2	0	-9	14
29	O=C(O)c1cccc([N+](=O)[O-])c1C(=O)Nc1ccc2ccccc2c1	6	-1	-0.1	-48	-37	12
30	O=C(Nc1cccc(C(F)(F)F)c1)c1cc[n+]([O-])cc1	7	-2	-0.1	-6	0	0
31	CCOC(=O)CN1C(=O)N[C@@H](c2ccco2)C(C(C)=O)=C1C	9	2	-0.4	2	4	1
32	Cc1cc(Cl)c(OCCCn2cncn2)c(Br)c1	-5	-1	0.0	-14	7	-10
33	O=C1c2ccccc2-c2c1cccc2C(=O)N1CCN(C(=O)c2ccco2)CC1	-2	-2	0.0	4	-23	-2
34	C=CCn1c(=N)n(CC(=O)c2cccc([N+](=O)[O-])c2)c2ccccc21	7	1	0.8	-51	-32	-55
35	CN(CCOc1ccc(Cl)cc1)CC(=O)Nc1ccc(OC(F)(F)F)cc1	5	-1	0.0	27	8	-17
36	Cc1cccc(N=Nc2cn[nH]c2-c2ccco2)c1	-32	0	-0.2	-114	-24	1

No.	KKLEB tox	iPSC survival up	HIF-2a block	CF NFkB block	NR2E3 ag-2
25	-4	-1.8	5	0	3
26	-7	0.5	13	6	-6
27	8	-0.4	4	3	11
28	-14	3.8	2	-2	-8
29	-1	1.1	-66	0	-63
30	-6	-0.5	17	-6	-32
31	6	2.0	5	-2	12
32	14	-0.7	-4	-10	-16
33	-8	0.2	3	11	-20
34	-2	0.0	-73	-25	-1
35	-12	0.1	-2	-6	16
36	-4	-0.8	-141	-2	-14

Going on with the list:
No.	SMILES	MITF TRPM1 inh	NR2E3 ag-1	aDG glyco up	Peg3 prom inh	Shn3 3UTR inh	TWEAK-Fn14 inh
37	O=S(=O)(Nc1ccc(Cl)c(C(F)(F)F)c1)c1cnc[nH]1	2	3	-0.1	17	2	-23
38	COc1ccc(CNC(=S)Nc2cccc(F)c2)cc1	6	1	0.0	-37	16	-2
39	CCOc1ccc(S(=O)(=O)N2CCC(C(=O)NC3CC3)CC2)cc1Cl	3	-2	0.1	5	-2	20
40	Cc1ccc(S(=O)(=O)N2CCN(C(=O)CCOc3ccccc3C)CC2)cc1C	3	nt	0.2	22	10	-2
41	CCOc1ccccc1N1CC(C(=O)N2CCN(Cc3ccc(C#N)cc3)CC2)CC1=O (stereo not drawn)	7	3	0.3	12	3	-3
42	O=C(c1ccccc1F)N(NC(=O)C(O)(c1ccccc1)c1ccccc1)c1ccccc1	-5	0	0.7	20	26	-8
43	COc1cc(/C=C(/NC(C)=O)C(=O)O)cc(Cl)c1OCc1ccc(Br)cc1	7	1	0.2	11	3	-7
44	Cc1cc(C(=O)Nc2ccccc2Cc2ccccc2)no1	-4	-1	-0.1	25	-12	-26
45	O=C1CN(C(=O)COC(=O)c2ccc(C(F)(F)F)cc2)c2ccccc2N1	-9	nt	-0.2	-3	-3	-6
46	O=C(Cn1ncc(Cl)c(Cl)c1=O)NC1CCCCC1	96*	0	-0.2	100*	64	84*
47	O=C(NCc1cccs1)c1cnc(Cl)c(Cl)c1	-15	5	-0.1	-32	-14	-19
48	O=C(Nc1ccccc1N1CCCCC1)C1CCN(S(=O)(=O)c2cccc(C(F)(F)F)c2)CC1	-7	-3	0.3	15	9	18

No.	KKLEB tox	iPSC survival up	HIF-2a block	CF NFkB block	NR2E3 ag-2
37	-9	1.3	10	6	8
38	-7	-0.2	-90	19	-37
39	5	-0.1	18	6	-4
40	11	0.0	-1	-20	-8
41	1	-2.0	1	-3	-2
42	4	-0.7	8	-20	-12
43	11	-0.2	17	-10	11
44	-17	1.0	13	-14	3
45	5	-0.2	-3	-6	-46
46	-20	-4.0	86*	68*	11
47	4	0.6	-30	16	-30
48	-7	1.8	-13	0	-1

High-throughput results as filed in PubChem BioAssay.

Not a hit list (roughly 4.4% active in at least one column).
